ER stress death = ER stress cell death inhibition; relative survival (cellular ATP), % at 15 µg/mL (by protocol); CSM14.1 thapsigargin ER stress survival, ATP luminescence; hit rate 0.33% among 48,000;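 active means survival measured by cellular ATP above 50% at 15 µg/ml in the first screen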;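 further: cell death triggered by about 15 µM thapsigargin; ATP read 24 h after thapsigargin was added; plate controls were thapsigargin with DMSO for no effect and DMSO without thapsigargin for full effect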
* = called active by the depositor.

canonical_smiles | ER stress death
O=C(O)CSc1nc2ccccc2c(=O)[nH]1 | 3.3
CCOP(=O)(OCC)/C(=C(\NC(=O)c1ccccc1)C(=O)Nc1ccccc1C(F)(F)F)c1ccccc1 | -0.8
COc1cc(C(=O)Nc2cc(Cl)ccc2C)cc(OC)c1OC | 15.8
COC(=O)c1cc(NC(=O)c2ccc(I)cc2)cc(C(=O)OC)c1 | -0.5
CCOC(=O)C1=C(C)N(c2ccc(OC)cc2)C(=O)/C1=C\c1ccc(C(=O)O)cc1 | 3.4
O=C(O)c1ccc(C(=O)Nc2ccccc2Br)c(C(=O)O)c1 | 10.2
Oc1cc(N=C/C=C/c2cccc(Br)c2)ccc1-c1nc2ccccc2o1 | -3.9
COc1cccc(/C=N/Nc2ncc(Br)cn2)c1O | -1.2
CCOc1c(Br)cc(/C=C2/C(=O)NN(c3ccccc3)C2=O)cc1OC | 5.0
CCCCCCCN(C(=S)Nc1ccc(F)cc1)C1CC(=O)N(c2ccc(OCCC)cc2)C1=O (stereo not drawn) | -3.3
O=c1c2ccccc2c(-c2ccc(F)cc2)nn1-c1cc(Cl)ccc1[N+](=O)[O-] | -5.2
CCOC(=O)c1c(C)oc2ccc(OCc3ccccc3F)cc12 | 1.7
CC(C)(C)c1ccc(C(=O)N/N=C/C2CC=CCC2)cc1 (stereo not drawn) | 3.6
COc1ccc(N(CC(=O)Nc2ccc3ccccc3c2)S(=O)(=O)c2ccc(C)cc2)c(OC)c1 | -4.3
O=C(O)c1ccc(NCCC(=O)c2ccccc2)cc1 | 20.7
CCOC(=O)C1CCCN(C2CC(=O)N(c3ccc(C)cc3)C2=O)C1 (stereo not drawn) | 3.8
O=C(Nc1ncccn1)c1ccc([N+](=O)[O-])o1 | 65.0*
Cc1cc(C)cc(N2C(=O)NC(=O)/C(=C\c3ccc(N4CCOCC4)o3)C2=O)c1 | -4.4
COc1ccc(S(=O)(=O)Oc2ccc3ccccc3c2)cc1 | 14.9
Cc1cccc(N2CCN(C(=S)c3ccc(N(C)C)cc3)CC2)c1 | 19.5

Structural class, those above with bromine
canonical_smiles | ER stress death
O=C(O)c1ccc(C(=O)Nc2ccccc2Br)c(C(=O)O)c1 | 10.2
Oc1cc(N=C/C=C/c2cccc(Br)c2)ccc1-c1nc2ccccc2o1 | -3.9
COc1cccc(/C=N/Nc2ncc(Br)cn2)c1O | -1.2
CCOc1c(Br)cc(/C=C2/C(=O)NN(c3ccccc3)C2=O)cc1OC | 5.0

Looked up by compound from the list above:
canonical_smiles | ER stress death
CC(C)(C)c1ccc(C(=O)N/N=C/C2CC=CCC2)cc1 (stereo not drawn) | 3.6
O=C(O)CSc1nc2ccccc2c(=O)[nH]1 | 3.3
COc1ccc(S(=O)(=O)Oc2ccc3ccccc3c2)cc1 | 14.9
CCOC(=O)c1c(C)oc2ccc(OCc3ccccc3F)cc12 | 1.7

Other structures
canonical_smiles | ER stress death
COC(=O)NNC(=O)c1cc(OC)c(OC)c(OC)c1 | 2.2
O=C(NN=C1CCC(=NNC(=O)c2ccccc2Cl)CC1)c1ccccc1Cl | 11.6
CC(C)Oc1ccc(NC(=O)C23CC4CC(CC(C4)C2)C3)cc1 | 4.4
CC(C)(C)c1cc(C2=C(Cl)C(=O)c3ccccc3C2=O)cc(C(C)(C)C)c1O | 3.0
CCOc1ccc(NC(=O)c2cccc(-c3ccc(OC(C)=O)cc3)c2)cc1 | -1.4
O=C1/C(=C/c2ccc(Br)o2)SC(=S)N1c1ccccc1 | 9.9
O=C(COC(=O)c1ccc(N2C(=O)c3ccccc3C2=O)cc1)COC(=O)c1ccc(N2C(=O)c3ccccc3C2=O)cc1 | -0.6
N/C(=N\OC(=O)COc1ccc2ccccc2c1)c1cccnc1 | -6.7
O=C(Nc1ccncc1)c1ccccc1Oc1ccccc1 | 20.5
CCOc1ccccc1NC(=O)c1cc([N+](=O)[O-])ccc1N1CCN(C)CC1 | -0.9
COc1cc(C(=O)NCc2ccncc2)cc(OC)c1OC | 3.5
Cc1cccc(N2C(=O)/C(=C/C=C/c3ccccc3)SC2=S)c1C | 13.1
O=C1C2C3C=CC(C4CC34)C2C(=O)N1CCc1ccccc1 (stereo not drawn) | 0.1
CN(c1ccccc1)c1ccc(C=C2C(=O)NC(=O)NC2=O)cc1 | 4.7
c1ccc(-c2onc3ccc4c5ccccc5oc4c23)cc1 | 0.5
O=C(CSc1ncn(-c2ccccc2)n1)c1ccc(Cl)cc1 | 13.5
N#Cc1ccccc1OCC(=O)N/N=C/C=C/c1ccc([N+](=O)[O-])cc1 | 0.7
O=C(O)CCC(=O)N(CCc1ccccc1)C1CC(=O)N(c2ccc(Br)cc2)C1=O (stereo not drawn) | 11.7
COc1ccc(C(=O)Nc2ccc(I)cc2Cl)cc1OC | -0.3
COc1ccc(C2CC(C(F)(F)F)n3nc(C(=O)Nc4c(C)n(C)n(-c5ccccc5)c4=O)c(Cl)c3N2)cc1 (stereo not drawn) | -1.2
Brc1ccc2[nH]cc(-c3nnc4ccc5ccccc5n34)c2c1 | -7.1
CCOC(=O)C1=C(O)/C(=C/c2ccc(OCC)cc2)SC1=Nc1ccccc1 | 13.5
CC(C)c1ccc(/C=N/n2cnnc2)cc1 | -3.1
COC(=O)c1c(NC(=O)CCCC(=O)O)sc2c1CCC(C)C2 (stereo not drawn) | 7.7
COc1ccc(-c2nn(-c3ccccc3)cc2/C=C/C(=O)c2ccccc2)cc1 | 2.6
O=C(NN1C(=O)C2C(C1=O)C1C=CC2C12CC2)c1ccncc1 (stereo not drawn) | 5.0
COc1ccc(/C=C2/SC(=S)N(c3cccc(C(F)(F)F)c3)C2=O)cc1 | 4.2
CC1=NN(c2ccc(S(N)(=O)=O)cc2)C(=O)/C1=C\c1ccc(C)cc1 | 12.6
COc1cc(/C=C2\SC(=Nc3ccc(C)c(Cl)c3)NC2=O)ccc1C | 4.9
CC(=O)NN1C(=O)/C(=C\c2ccc(I)o2)SC1=S | 5.7
O=S(=O)(Cc1ccccc1)N1CCN(C/C=C/c2ccccc2)CC1 | 0.1
O=C(Cn1c(O)c(N=NC(=S)Nc2ccccc2)c2ccccc21)Nc1ccccc1 | 11.3
COc1ccc(/C=C2\C(=O)NC(=O)N(c3cc(C)cc(C)c3)C2=O)cc1 | 4.8
Cc1cc(=O)oc2cc3occ(-c4ccccc4)c3cc12 | 5.6
CCOC(=O)c1cnn(-c2ccccc2)c1NC(=O)c1ccc(C)cc1 | 22.8
O=[N+]([O-])c1ccc(N2CCN(S(=O)(=O)c3ccc4ccccc4c3)CC2)cc1 | 17.6
O=C(NN=C1CCN(Cc2ccccc2)CC1)c1sc2ccccc2c1Cl | 0.8
O=[N+]([O-])c1ccc(S(=O)(=O)Nc2cccc3ccccc23)cc1 | 2.0
Cn1cnnc1SCC(=O)c1ccc(-c2ccccc2)cc1 | -3.0
CC1=C(C(=O)OCCOc2ccccc2)C(c2ccc(C(C)C)cc2)C2=C(CCCC2=O)N1 (stereo not drawn) | -4.2

The listing continues.
SMILES,ER stress death
COc1cc(/C=C2/SC(=S)N(CCC(=O)Nc3ccc(C(C)=O)cc3)C2=O)cc(OC)c1OC,12.3
O=C1CC(c2ccc(F)c(Br)c2)c2ccc3ccccc3c2N1 (stereo not drawn),5.1
COC(=O)C1=C(O)/C(=C/c2ccc(O)cc2)N=C1C,8.5
O=C(Nc1nccs1)C1CC1(c1ccccc1)c1ccccc1 (stereo not drawn),1.6
c1ccc2c(-c3csc(N4CCOCC4)n3)cccc2c1,-4.4
O=C1CCCCC1C1(O)C(=O)Nc2ccc(Br)cc21 (stereo not drawn),3.3
CCOC(=O)C1=C(c2ccccc2)N=C2SCC(=O)N2C1c1ccccc1 (stereo not drawn),-6.0
CCOC(=O)c1ccccc1NC(=O)CN(c1ccc(OCC)cc1)S(=O)(=O)c1ccc(SC)cc1,5.6
N#CCC(=O)N/N=C/c1ccc(O)cc1O,2.9
COc1ccc(N2C(=O)/C(=C\c3cc(OC)ccc3O)SC2=S)cc1,7.4
CCC(CC)=NNC(=O)C(=O)NC(C)C,5.4
CCOc1ccc(OCC)c(C(=O)O)c1,4.7
COc1ccccc1C(=O)Nc1cc(C)cc(C)c1,-1.7
COc1ccccc1NS(=O)(=O)c1ccc(C)cc1C,4.5
COc1cc2nc(-c3ccc4c(c3)C(=O)N(c3ccccc3)C4=O)oc(=O)c2cc1OC,0.8
C[n+]1cccc(C(=O)NCCOC(=O)c2ccccc2)c1,-1.0
COc1cc(/C=N/N=c2\sc3ccccc3n2C)ccc1O,8.6
COc1cc(OC)cc(C(=O)N2CCN(C(=O)COc3ccc4ccccc4c3)CC2)c1,-0.9
O=C1C(=O)N(CCO)C(c2ccccc2[N+](=O)[O-])/C1=C(\O)c1ccccc1 (stereo not drawn),10.4
O=c1[nH]c(=O)n(-c2ccccc2Cl)c(O)c1C=Nc1ccc(Cl)cc1,0.6
O=[N+]([O-])c1ccc(N2CCN(S(=O)(=O)c3ccccc3)CC2)c(F)c1,5.8
Cc1ccc(C)c(NC(=O)c2ccc(OCC(C)C)cc2)c1,-2.5
CCOP(=O)(OCC)C(Nc1ccccc1)c1cc(Cl)cc(Cl)c1OC (stereo not drawn),12.9
COc1cc(/C=C2\C(=O)NC(=S)N(c3ccc(Cl)cc3)C2=O)ccc1OCc1ccc(C(=O)O)cc1,11.0
CCOC(=O)/C=C/C(=O)Nc1nc(-c2ccc3ccccc3c2)cs1,1.4
COc1ccc(NC(=S)NC(=O)c2ccc(Br)cc2)cc1,8.6
CC(C)Oc1ccccc1NC(=O)CSCC(=O)Nc1ccccc1,2.4
O=C(c1cccnc1)N1CCCc2ccccc21,9.7
COc1ccc(CCNC(=O)/C=C\c2ccccc2)cc1OC,-2.1
CC(NC(=O)CCN1C(=O)c2ccccc2C1=O)c1ccccc1 (stereo not drawn),6.3
CCOc1ccc(C(=O)N2CCN(c3cccc(Cl)c3)CC2)cc1,11.2
O=C(CN1C(=O)c2ccccc2C1=O)Nc1cc(Cl)ccc1C(=O)O,9.3
O=Cc1cn(CCOc2ccccc2F)c2ccccc12,6.5
NC(=O)CSc1nc2ccccc2n1Cc1ccccc1,1.6
O=C(/C=C/c1ccc(F)cc1)Nc1ccc(N2CCOCC2)cc1,5.1
Cc1cc(N2C(=O)NC(=O)/C(=C\c3ccc(N(C)C)o3)C2=O)ccc1Br,0.1
CSc1nncn1/N=C/c1ccc(Br)cc1,9.0
O=C(Nc1ccc(Cl)cc1)Nc1ccc(S(=O)(=O)N2CCc3ccccc32)cc1,0.3
COc1ccccc1C/C(N)=N/OC(=O)c1ccc(I)cc1,-1.1
Cc1onc(-c2ccccc2)c1C(=O)Nc1cccc(Oc2ccccc2)c1,-0.2
Cc1ccc(/C=C2\CCC/C(=C\c3ccc(C)o3)C2=O)o1,5.3
Cc1sc2nc(SCC(=O)NCCCO)n(-c3ccccc3)c(=O)c2c1C,1.3
COc1cc(C(=O)N2CCN(C3CCCCCC3)CC2)cc(OC)c1OC,-4.4
COc1ccc(CCN2C(=O)CSC2c2ccc(Cl)cc2Cl)cc1OC (stereo not drawn),1.4
C/C(=N\N=C1\NC(=O)C(CC(=O)NCc2ccccc2)S1)c1ccco1 (stereo not drawn),1.2
CC(O)CP(=O)(c1ccccc1)c1ccccc1 (stereo not drawn),-0.6
COc1ccc(C=NN2CCN(Cc3ccc(C)cc3C)CC2)cc1Br,5.2
CC(C)CN1C(=O)c2ccc(C(=O)Nc3ccccc3O)cc2C1=O,8.0
COc1cc(OC)c(OC)cc1CN1CCN(Cc2cccc(Br)c2)CC1,1.4
O=C(N=Nc1c(O)[nH]c2ccccc12)C12CC3CC(CC(C3)C1)C2,5.4
O=C1NC(=S)S/C1=C/c1cc(Br)ccc1OCc1ccccc1Cl,7.6
C=CCn1c2ccccc2c2nnc(SCN3C(=O)c4ccccc4C3=O)nc21,-2.5
COC(=O)C(NC(=O)c1cccc(Cl)c1)C12CC3CC(CC(C3)C1)C2 (stereo not drawn),3.3
CNc1nc2nonc2nc1Nc1ccc(C)c(C)c1,5.9
CCOC(=O)c1ccc(-c2ccc(/C=C3\C(=O)NC(=O)C(C#N)=C3C)o2)cc1,-0.1
Cc1ccccc1OCCCN1CCC(C)CC1,-4.4
Cc1cc([N+](=O)[O-])nn1C(=O)c1nn(C)cc1Br,12.9
CN(C)c1ccc(/C=N/Nc2nc(-c3cc4ccccc4oc3=O)cs2)cc1,4.5
CCN(CC)CCOc1ccccc1Cl,-5.6
COc1cc(CN=Cc2c(O)n(-c3cc(OC)ccc3OC)c(=O)[nH]c2=O)cc(OC)c1,0.3

(more compounds)
SMILES,ER stress death
COc1ccc(-c2nc3cc(NC(=O)c4ccc(C)c(C)c4)ccc3o2)cc1,7.4
COc1cc2cc(=O)n(Cc3ccccc3)c(C)c2cc1OC,8.4
COc1ccc(OCC(=O)Nc2ccc(I)cc2C)cc1,3.6
COc1ccc(CN2CCN(Cc3ccccn3)CC2)cc1,7.7
Cc1ccc(NC(=O)CSC(N)=O)cc1C,1.2
O=C(COc1ccc(Br)cc1)Nc1ccc2nn(-c3ccc(F)cc3)nc2c1,4.7
O=C1N/C(=N/N=C/c2ccc(O)cc2)SC1Cc1ccc(Cl)cc1 (stereo not drawn),16.6
O=C(COc1ccccc1)NCc1ccccn1,1.6
COc1ccccc1CNS(=O)(=O)c1ccc(C)cc1,18.3
Cc1ccccc1NC(=O)c1cccc(N2C(=O)c3ccc(C(=O)O)cc3C2=O)c1,-0.3
Cc1ccc(N(CC(=O)NC(C)C)S(C)(=O)=O)cc1Cl,9.3
COc1ccc(OC)c(N(CC(=O)Nc2cccc(Cl)c2)S(=O)(=O)c2ccc(OC)c(OC)c2)c1,6.9
COc1ccc(C2C(C(=O)c3cccs3)=C(O)C(=O)N2c2nncs2)cc1OC (stereo not drawn),-1.3
Nc1cccc(-c2cc(C(=O)O)c3ccccc3n2)c1,-8.5

Source: PubChem BioAssay

Only part of the results is shown, so the mix of outcomes need not match the whole.
